# Source: PubChem (Sanford-Burnham Center for Chemical Genomics)
# Gli-Sufu antag: Gli-Sufu pathway antagonists, primary screen, luciferase luminescence, Sufu-KO-LIGHT cells, uHTS. Sufu-KO-LIGHT fibroblasts, Gli luciferase reporter luminescence. inhibition, % at 5 µM. AID 588413, 2011. 340,000 compounds, 0.74% hits;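 active means inhibition above about 55%, limit read from the data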;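 further: 0% = DMSO-treated cells and 100% = wells with medium but no cells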
# GRIN3A LBD mod: binders of NR3A ligand-binding domain, primary screen, biophysical, differential scanning fluorimetry, uHTS; NR3A LBD differential scanning fluorimetry, Tm shift; 0% = protein alone, 100% = glycine-bound protein; 340,000 compounds, 2.5% hits; Tm shift relative to glycine control, % at 25 µM; AID 1259313, 2017;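 active means melting temperature shift of at least 10% of the positive control shift, at one fixed dose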
# APOBEC3A inh: APOBEC3A ssDNA deaminase inhibitors, primary screen, selectivity assay for APOBEC3G inhibitor project, biochemical, FAM/TAMRA oligo cleavage fluorescence. DNA dC->dU-editing enzyme APOBEC-3A (Homo sapiens), P31941. recombinant A3A, FAM/TAMRA ssDNA deamination fluorescence. inhibition, % at 20 µM. 330,000 compounds, 0.41% hits;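 active means at least 40% inhibition at 20 µM here, with at most 30% in a related deaminase screen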;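 further: plate controls were A3A with DMSO for no effect and wells lacking A3A enzyme for full effect; some results filed as inactive read as strong as hits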
# Target sequence (P31941 whole entry, looked up): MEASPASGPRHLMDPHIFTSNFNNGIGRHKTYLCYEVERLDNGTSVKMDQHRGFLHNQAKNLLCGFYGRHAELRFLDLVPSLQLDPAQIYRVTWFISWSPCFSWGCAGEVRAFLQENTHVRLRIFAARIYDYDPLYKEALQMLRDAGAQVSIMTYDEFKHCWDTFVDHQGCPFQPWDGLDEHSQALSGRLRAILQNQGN
# EBI2 antag: EBI2 receptor antagonists, beta-arrestin recruitment, primary screen, cell-based, luminescence, 7a,25-OHC stimulation, uHTS | 7a,25-OHC stimulated | 360,000 compounds, 0.81% hits | inhibition, % at 5 µM | G-protein coupled receptor 183 (Homo sapiens), P32249; in the data active means inhibition above about 38%;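 further: enzyme fragment complementation signal reports receptor beta-arrestin coupling in cells; 0% = agonist plus DMSO wells and 100% = wells without agonist; some results beyond the cut were filed as inactive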
# Target sequence (P32249 whole entry, looked up, the tested form may be a part): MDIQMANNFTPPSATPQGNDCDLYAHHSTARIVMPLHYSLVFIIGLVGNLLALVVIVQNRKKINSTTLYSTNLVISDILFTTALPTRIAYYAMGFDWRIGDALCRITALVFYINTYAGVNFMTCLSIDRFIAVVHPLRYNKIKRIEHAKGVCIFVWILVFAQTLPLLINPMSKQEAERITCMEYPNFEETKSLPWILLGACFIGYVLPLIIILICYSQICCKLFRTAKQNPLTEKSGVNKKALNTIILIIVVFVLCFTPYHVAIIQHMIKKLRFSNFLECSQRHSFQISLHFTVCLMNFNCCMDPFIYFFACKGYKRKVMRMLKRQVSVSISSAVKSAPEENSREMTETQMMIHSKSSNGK
# MPTP block: mitochondrial permeability transition pore inhibitors, primary screen, biochemical, isolated mouse mitochondria, absorbance; Ca2+ swelling absorbance, 30 min; inhibition, % at 10 µM; 360,000 compounds, 1.4% hits;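 active means inhibition of 50% or more, scaled per plate between neutral and stimulator controls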;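 further: 0% = DMSO wells given calcium and 100% = 1 mM EGTA wells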
# CCR6 antagonist: CCR6 receptor antagonists, primary screen, cell-based, CHO-K1, luminescence, beta-arrestin, uHTS | AID 493098, 2011 | 340,000 compounds, 0.49% hits | CHO-K1 CCR6 PathHunter beta-arrestin, CCL20-stimulated | inhibition, % at 20 µM;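 active means compounds whose inhibition of the agonist-driven luminescence signal at 20 µM reaches about 50%, limit read from the data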;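 further: cells stimulated with CCL20 at 14 nM final; plate controls were DMSO with CCL20 for no effect and DMSO without agonist for full effect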
# CXCR6 block: CXCR6 receptor inhibitors, primary screen, cell-based, beta-arrestin, luminescence, CHO-K1 PathHunter, 1536-well; 360,000 compounds, 0.36% hits; inhibition, % at 20 µM; C-X-C chemokine receptor type 6 (Homo sapiens), O00574; in the data active means inhibition above about 34%, passing the limit was not always enough;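 further: antagonist mode with CXCL16 agonist at 10 nM final; 0% = 10 nM CXCL16 with DMSO and 100% = unstimulated wells without agonist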
# A3G deaminase: APOBEC3G DNA deaminase inhibitors, primary screen, biochemical, fluorescence, single-stranded DNA substrate, uHTS | recombinant A3G, ssDNA deamination FAM/TAMRA fluorescence | DNA dC->dU-editing enzyme APOBEC-3G (Homo sapiens), Q9HC16 | inhibition, % at 20 µM | 330,000 compounds, 0.28% hits | AID 493012, 2011;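 active means inhibition of at least 40% at 20 µM, with no more than 30% in the related APOBEC3A deaminase screen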;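 further: plate controls were DMSO wells with A3G for no effect and wells lacking A3G enzyme for full effect; some compounds called inactive have numbers as strong as hits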
# Target sequence (Q9HC16 whole entry, looked up): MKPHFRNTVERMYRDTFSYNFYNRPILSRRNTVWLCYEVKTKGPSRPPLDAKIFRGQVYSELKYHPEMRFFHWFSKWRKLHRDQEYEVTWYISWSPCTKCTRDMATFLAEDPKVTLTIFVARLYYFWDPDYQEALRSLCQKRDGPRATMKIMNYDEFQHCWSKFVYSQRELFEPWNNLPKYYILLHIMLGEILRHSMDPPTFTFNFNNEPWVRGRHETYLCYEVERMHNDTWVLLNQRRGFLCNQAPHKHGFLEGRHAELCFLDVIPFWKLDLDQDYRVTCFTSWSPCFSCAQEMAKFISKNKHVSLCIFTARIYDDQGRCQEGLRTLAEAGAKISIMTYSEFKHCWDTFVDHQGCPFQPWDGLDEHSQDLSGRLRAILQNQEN
# * hit, by the source's call; nt = not tested or not shown; & = joins results of further samples.
no.	mol	Gli-Sufu antag	GRIN3A LBD mod	APOBEC3A inh	EBI2 antag	MPTP block	CCR6 antagonist	CXCR6 block	A3G deaminase
1	CCOc1ccc(-c2nnn(CC(=O)N3CCN(c4ccc(OC)cc4)CC3)n2)cc1OCC	9	-18	-1	-10	-0.4	12	1	-2
2	CCCCCC(=O)Nc1cc2[nH]c(=O)cc(COC)c2cc1C	7	0	-4	-9	-1.9	-3	-2	-4
3	CC(=O)O[C@]1(C(C)=O)CC[C@H]2[C@@H]3C[C@H](C)C4=CC(=O)CC[C@]4(C)[C@H]3CC[C@@]21C	11&4	1&-2	0&2	0&5	-1.1&-0.8	1&20	3&2	-4&1
4	COc1ccc(CCNC(=O)c2ccc(NS(=O)(=O)c3c(C)noc3C)cc2)cc1OC	0	-1	-2	4	-3.5	6	-12	-2
5	CC1(C)C[C@@H]1C(=O)N/C(=C\CCCCSC[C@H](N)C(=O)O)C(=O)O	-1	6	-1	5	1.2	2	-1	-5
6	O=C(/C=C/c1cc(Br)ccc1F)Nc1cccnc1	-19	-18	4	-1	2.0	7	-11	4
7	CC(C)(C)c1cc(NC(=O)Nc2ccc(Br)cc2Cl)no1	-16	-3	-1	-27	7.2	-38	-34	-6
8	CCCCn1c(C(C)NC(=O)COC)nc2ccccc21 (centres undefined)	6	-1	-4	-3	0.3	-1	-4	-6
9	O=C(NCCc1ccccc1)c1cc(S(=O)(=O)N2CCOCC2)ccc1F	-6	0	4	10	-0.7	10	3	1
10	O=C(N/C(=C/c1ccc([N+](=O)[O-])cc1)C(=O)N1CCCC1)c1ccccc1	24	1	0	10	1.4	5	2	-7
11	CC(=O)c1c(N2CCOCC2)nc(=S)n(-c2cc(C)ccc2C)c1C	-10	0	-8	0	-0.3	6	-1	-6
12	COc1ccc(Cc2nc(C)cc(Cl)n2)cc1[N+](=O)[O-]	-32	2	-3	2	-0.2	1	1	-5
13	CC(=O)Nc1c(C)nn(-c2ccc(C)c(C)c2)c1C	0	0	-1	-1	-1.2	0	0	2
14	CC(=O)Nc1ccc(NC(=O)CSc2nnc(NC(=O)c3ccc(Br)o3)s2)cc1	-21	16*	2	-14	-0.8	7	-11	3
15	O=C(NC1CCCC1)C(c1ccncc1)N(C(=O)Cc1cccs1)c1ccc(F)cc1 (centres undefined)	3	0	-1	9	-1.4	-9	-6	-1
16	CC1(C)c2[nH]c3ccccc3c2C[C@@H]2C(=O)N(c3ccc(F)cc3F)C(=O)N21	-10	-10	-3	9	35	1	-1	-9
17	Cc1cc(/C=C(\C#N)C(=O)Nc2ccccc2F)c(C)[nH]1	-134	1	4	9	-4.5	19	11	0
18	COc1nc(N(C#N)CC(N)=O)nc(N2CCCC2)n1	2	2	-3	-7	-0.7	18	-6	-7
19	COc1ccc(/C=C/C(=O)NC(=S)Nc2ccccn2)cc1	-54	-5	1	-10	2.7	14	-5	-7
20	CC(OC(=O)Cc1ccc(Br)cc1)C(=O)NC1CCCC1 (centres undefined)	9	-1	7	-7	1.2	0	4	15
21	Nc1cc(-c2ccccc2)n2c(n1)nc1ccccc12	1	-4	1	1	0.8	11	9	2
22	Cc1ccc(/C(=N\S(=O)(=O)c2ccc(Br)cc2)Nc2ccccc2C)cc1	-19	3	-4	3	0.0	19	0	-12
23	CCOC(=O)Cc1csc(NC(=O)CN(C)S(=O)(=O)c2ccc3c(c2)CCC(=O)N3)n1	-3	-1	-4	-1	-1.7	16	0	-10
24	Cc1cc([N+](=O)[O-])nn1CC(=O)NCCc1c[nH]c2ccccc12	nt	-2	3	-2	1.7	-9	1	0
25	O=C1C(Cl)=C(NCCN2CCOCC2)C(=O)c2ccccc21	29	-1	-3	5	1.7	10	-13	-5
26	Cc1cc(-c2ccccc2)nc(N(C)NC(=O)c2c(F)cccc2F)c1S(C)(=O)=O	4	2	-8	-7	0.5	24	12	-6
27	CSCC(=O)N1CCC(n2nccc2NC(=O)CCc2ccccc2)CC1	-8	0	-1	-3	-1.9	-5	-9	-3
28	COC(=O)C=C1CCC2C3CC(F)C4(O)CC(=O)CCC4(C)C3C(=O)CC12C (centres undefined)	6	1	nt	-2	-1.7	9	-2	nt
29	CCN(C(=O)c1c(-c2ccccc2)noc1C)c1ccccc1	4	-1	5	-2	-0.1	-2	3	-3
30	CC(C)(C)c1ccc(S(=O)(=O)N2CCc3nc4ccccc4c(C(=O)O)c3C2)cc1	6	1	2	-6	0.2	2	-2	-7
31	O=C(Nc1ccc2c(c1)OCCO2)c1ccc2ccccc2n1	-105	-2	2	15	-1.2	17	0	-3
32	NC(=O)c1c(NC(=O)Cn2cc([N+](=O)[O-])cn2)sc2c1CCCC2	3	-1	33	2	2.7	5	4	-14
33	CCn1nc(C)cc1C(=O)Sc1ccc(C)cc1	5	0	0	-15	-1.3	17	9	-2
34	O=C(CN1C(=O)CCS(=O)(=O)c2ccccc21)NCc1ccccc1	26	-1	-3	7	-3.5	4	-4	-3
35	COc1ccc(CCC(C)N2CCC(CO)(Cc3ccccc3)CC2)cc1 (centres undefined)	-15	2	-2	-12	1.9	14	-3	10
36	ONC=Nc1cccc2nonc12	-2	0	-1	5	-2.3	1	-2	-5
37	COc1ccc2c(=O)c(C(=O)NCCc3ccccc3)c[nH]c2c1	-26	-1	-1	2	31	-4	-12	-5
38	COc1ccc(Nc2nc(-c3sc(C)nc3C)cs2)c(OC)c1	-6	-24	-2	28	1.1	-7	-3	-11
39	CC1CCCN(C(=O)c2cn(-c3ccccc3)nc2-c2cccnc2)C1 (centres undefined)	2	-2	-4	8	-2.5	7	2	-10
40	C(=C\c1nnc2c3ccccc3ncn12)/c1ccccc1	-86	-14	nt	28	8.2	10	-6	nt
41	Cc1cccnc1NC(=O)CCNC(=O)c1ccc(Cl)cc1	2	3	-3	-12	-0.5	-9	2	-6
42	Nc1c(C(=O)OCC(=O)Nc2ccc(Cl)cc2[N+](=O)[O-])[nH]c(=O)[nH]c1=O	-4	2	3	-8	16	1	-2	-2
43	CCOC(=O)C1(Cc2ccccc2)CCN(Cc2cnn(-c3ccccc3)c2)CC1	39	1	1	8	62*	10	6	1
44	O=c1cc(O)c(-c2ccc(Cl)cc2)c(Cl)[nH]1	7	-2	9	2	1.9	3	-4	2
45	C=CCn1c(=O)c2ccccc2n2c(SCC(=O)NCCc3ccccc3)nnc12	1	2	0	9	0.4	-6	4	-2
46	C=CC(=O)N1C/C(=C/c2ccc(Cl)cc2)C(=O)/C(=C\c2ccc(Cl)cc2)C1	-5	-3	nt	75*	-2.6	62*	50*	nt
47	COc1cc(NC(=O)c2cccs2)c(OC)cc1NC(=O)Nc1ccc(F)cc1	-13	25*	-7	3	1.4	-2	-2	-3
48	O=C1[C@@H]2[C@@H]3C[C@@H]([C@H]4ON=C(c5ccc(Cl)cc5Cl)[C@@H]34)[C@@H]2C(=O)N1C1CCCCC1	0	-13	-1	0	2.6	-1	-12	-7

# Reprinted from the part before: two entries, then new ones.
no.	mol	Gli-Sufu antag	GRIN3A LBD mod	APOBEC3A inh	EBI2 antag	MPTP block	CCR6 antagonist	CXCR6 block	A3G deaminase
47	COc1cc(NC(=O)c2cccs2)c(OC)cc1NC(=O)Nc1ccc(F)cc1	-13	25*	-7	3	1.4	-2	-2	-3
48	O=C1[C@@H]2[C@@H]3C[C@@H]([C@H]4ON=C(c5ccc(Cl)cc5Cl)[C@@H]34)[C@@H]2C(=O)N1C1CCCCC1	0	-13	-1	0	2.6	-1	-12	-7
49	CCC(=O)N1CCN(c2ccc(NC(=O)c3ccc([N+](=O)[O-])o3)cc2Cl)CC1	28	-10	nt	0	1.0	-7	-15	nt
50	COc1ccc(N(C(=O)CNC(=O)c2ccco2)C(C(=O)NC2CCCC2)c2ccc(C)o2)cc1 (centres undefined)	-7	0	3	-1	-0.2	6	3	-2
51	O=C(O)/C=C/c1ccc2c(-c3ccccc3)onc2c1	-14	1	-3	-4	0.2	-7	-13	-4
52	O=S(=O)(c1ccc(Cl)c(C(F)(F)F)c1)N1CCN(CC(O)COc2ccccc2F)CC1 (centres undefined)	18	-4	-2	36	2.3	-1	-2	-5
53	NC(=O)c1ncn([C@@H]2O[C@H](CO)[C@@H](O)[C@H]2O)c1O	-2	-2	-8	-4	0.8	6	-2	-7
54	Cc1ccc(NC2CCCN(C(=O)CCc3ccncc3)C2)cc1C (centres undefined)	0	0	0	-6	0.5	-1	-4	-3
55	CCOC(=O)c1c(NC(=O)COC(=O)/C=C/c2ccccc2)sc(C(=O)NC)c1C	2	-1	2	-1	-1.5	7	3	0
56	COc1cc(C(=O)OCc2cc(=O)c(O)co2)ccc1OC(F)F	-16	-2	6	-3	-0.8	1	-4	4
57	CCCCC(C(=O)O)C(C)CC(=O)Nc1ccn(-c2ccccc2)n1 (centres undefined)	-31	1	-16	-4	-0.5	-7	12	-3
58	CC1(C)OC(C)(C)/C(=C/Nc2ccc(O)cc2)C1=O	22	-2	10	-17	-0.1	-3	-13	17
59	COc1ccc(CCNC(=O)COC(=O)c2cc3ccccc3oc2=O)cc1OC	1	0	-2	4	-1.8	-3	-8	-5
60	COc1ccc(-n2c(SCc3ccc(C#N)cc3)nnc2-c2ccccn2)cc1	-16	0	0	-1	-0.1	-3	6	-2

# From compound 1 up to 5, copied from above:
no.	mol	Gli-Sufu antag	GRIN3A LBD mod	APOBEC3A inh	EBI2 antag	MPTP block	CCR6 antagonist	CXCR6 block	A3G deaminase
1	CCOc1ccc(-c2nnn(CC(=O)N3CCN(c4ccc(OC)cc4)CC3)n2)cc1OCC	9	-18	-1	-10	-0.4	12	1	-2
2	CCCCCC(=O)Nc1cc2[nH]c(=O)cc(COC)c2cc1C	7	0	-4	-9	-1.9	-3	-2	-4
3	CC(=O)O[C@]1(C(C)=O)CC[C@H]2[C@@H]3C[C@H](C)C4=CC(=O)CC[C@]4(C)[C@H]3CC[C@@]21C	11&4	1&-2	0&2	0&5	-1.1&-0.8	1&20	3&2	-4&1
4	COc1ccc(CCNC(=O)c2ccc(NS(=O)(=O)c3c(C)noc3C)cc2)cc1OC	0	-1	-2	4	-3.5	6	-12	-2
5	CC1(C)C[C@@H]1C(=O)N/C(=C\CCCCSC[C@H](N)C(=O)O)C(=O)O	-1	6	-1	5	1.2	2	-1	-5

# Later entries.
no.	mol	Gli-Sufu antag	GRIN3A LBD mod	APOBEC3A inh	EBI2 antag	MPTP block	CCR6 antagonist	CXCR6 block	A3G deaminase
61	CCOc1cc(C(=O)Nc2cc(OC)cc(OC)c2)ccc1OCC(=O)N1CCOCC1	4	-1	-3	5	-1.1	2	4	-10
62	CCn1c(SCC(=O)NNC(=O)c2ccc(C)cc2)nnc1-c1ccncc1	-2	0	0	-2	1.9	-10	-5	2
63	CCn1c(CNC(=O)C23CC4CC(CC(C4)C2)C3)nnc1SCC(=O)Nc1nnc(C)s1	7	-2	-2	-2	-0.4	1	-4	2
64	CC(=O)OCCNc1cc(SCc2ccco2)c2nonc2c1[N+](=O)[O-]	-6	0	nt	-28	1.3	75*	50*	nt
65	CN(C)CC(C)(C)CNC(=S)Nc1ccc(S(=O)(=O)N2CCOCC2)cc1	2	-2	-2	-2	-1.1	0	1	-4
